RGS4 act = RGS4 potentiators or activators, primary screen, cell-based, HEK293 M3R inducible RGS4, calcium flux; AID 463111, 2010; B-score at 10 µM; carbachol calcium flux Fluo4; stronger effect = lower value; 0.92% of 310,000 active;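 active = B-score of the integrated calcium signal more than 4 SD below the library mean, with starting fluorescence not abnormally high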;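 note: negative B-score means reduced calcium response which marks RGS4 activation or potentiation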
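test system = M3R-expressing HEK293 line, RGS4 induced by doxycycline | probe or stimulus = carbachol at ECmax as muscarinic agonist stimulus | timing = dye loading 30 min 37 °C, buffer rest 30 min RT | signal = calcium dye Fluo4 fluorescence | evaluation = B score from integrated fluorescence ratio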
RGS4 inh = RGS4 inhibitors, primary screen, cell-based, HEK293 M3R inducible RGS4, calcium flux; Regulator of G-protein signaling 4 (Homo sapiens), P49798; Fluo-4 calcium flux; stronger effect = higher value; triggered by carbachol at its EC20; B-score at 10 µM; 0.45% of 310,000 active; AID 463165, 2010;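 active = B-score, a plate-corrected calcium signal, over three deviations above library mean, with baseline fluorescence within five deviations of library mean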;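 note: RGS4 expression induced by doxycycline in cells with stable M3 receptor; B-score is computed from the integrated fluorescence ratio over baseline after carbachol; higher B-score means a larger calcium signal and so more RGS4 inhibition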
Target sequence (P49798 whole entry, looked up): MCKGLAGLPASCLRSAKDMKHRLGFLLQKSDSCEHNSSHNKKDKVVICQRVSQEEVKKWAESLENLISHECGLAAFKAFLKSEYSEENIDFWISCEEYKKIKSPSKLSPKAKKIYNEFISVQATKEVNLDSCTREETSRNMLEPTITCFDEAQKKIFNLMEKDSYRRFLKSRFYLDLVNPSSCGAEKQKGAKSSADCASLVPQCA
KCNK9 inh = KCNK9 potassium channel inhibitors, primary screen, HEK293 cells, thallium flux; Potassium channel subfamily K member 9 (Homo sapiens), Q9NPC2; FluxOR thallium flux fluorescence; stronger effect = lower value; B-score at 10 µM; 1.2% of 310,000 active; AID 488922, 2010;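 active = ratio B-score over 3 SD below the library mean, with starting fluorescence within 5 SD of its mean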;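 note: negative B-score means less thallium flux so channel inhibition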
Target sequence (Q9NPC2 whole entry, looked up): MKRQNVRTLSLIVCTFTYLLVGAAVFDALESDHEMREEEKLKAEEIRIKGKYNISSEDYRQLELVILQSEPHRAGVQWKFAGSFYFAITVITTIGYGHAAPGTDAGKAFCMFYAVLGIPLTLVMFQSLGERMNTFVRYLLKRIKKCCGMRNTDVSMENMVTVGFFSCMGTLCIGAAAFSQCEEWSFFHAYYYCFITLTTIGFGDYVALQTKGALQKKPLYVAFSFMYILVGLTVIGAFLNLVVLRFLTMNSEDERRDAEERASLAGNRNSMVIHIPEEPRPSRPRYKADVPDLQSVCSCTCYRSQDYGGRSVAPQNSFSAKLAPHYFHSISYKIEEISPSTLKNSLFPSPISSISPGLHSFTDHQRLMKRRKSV
KCNQ1 inh = inhibitors of human KCNQ1 channel, primary screen, cell-based, thallium flux, high-throughput | B-score at 10 µM | 1.3% of 310,000 active | Potassium voltage-gated channel subfamily KQT member 1 (Homo sapiens), P51787 | CHO-K1 KCNQ1, FluxOR thallium flux fluorescence; stronger effect = higher value;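 active = compounds whose thallium flux B-score, printed positive for inhibition, exceeds three library SD while starting fluorescence stays within three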;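 note: channel opened by potassium depolarization with thallium stimulus after 20 min compound exposure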
MrgX1 PAM = positive allosteric modulators of MrgX1, primary screen, HEK293 cells, Fluo-4 calcium flux; B-score at 10 µM; FDSS; stronger effect = higher value; Mas-related G-protein coupled receptor member X1 (Homo sapiens), Q96LB2; 0.63% of 310,000 active;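 active = plate-corrected calcium response at least 3 library SD above typical, normal starting fluorescence, not activating the receptor alone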;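 note: compound read alongside a low EC10 to EC30 dose of BAM8-22 agonist; peak minus trough fluorescence over baseline measured at the second addition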
Target sequence (Q96LB2 whole entry, looked up): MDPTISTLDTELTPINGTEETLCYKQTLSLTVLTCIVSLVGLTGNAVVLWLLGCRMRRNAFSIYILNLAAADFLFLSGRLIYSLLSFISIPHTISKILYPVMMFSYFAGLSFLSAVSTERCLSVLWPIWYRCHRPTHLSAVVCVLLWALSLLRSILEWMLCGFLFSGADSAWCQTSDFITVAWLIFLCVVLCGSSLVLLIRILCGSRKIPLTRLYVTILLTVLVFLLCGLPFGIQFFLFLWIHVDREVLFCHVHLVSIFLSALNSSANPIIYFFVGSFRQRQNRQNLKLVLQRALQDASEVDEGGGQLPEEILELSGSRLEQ
ANO1 activ = TMEM16A chloride channel activators or potentiators, primary screen, cell-based, HTS | 0.3% of 340,000 active | HEK293 TMEM16A/YFP-H148Q/I152L, iodide quench fluorescence; stronger effect = lower value | Anoctamin-1 (Mus musculus), Q8BHY3 | B-score at 10 µM;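 active = fluorescence-ratio B-score plate-corrected deviation score at least 3 library SD below zero, with starting fluorescence score within 5 deviations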;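 note: channel opened by trigger with iodide after compound preincubation; score built on the fluorescence ratio of max minus min over baseline; more negative score means more quench and so TMEM16A activation or potentiation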
KCNK3 inh = human KCNK3 channel inhibitors, primary screen, CHO cells, FluxOR thallium flux, B-score; 0.84% of 340,000 active; Potassium channel subfamily K member 3 (Homo sapiens), O14649; FluxOR fluorescence; stronger effect = lower value; B-score at 10 µM;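 active = B-score under library mean minus 4 SD, starting fluorescence ratio at most library mean plus 5 SD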;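 note: more negative B-score means stronger inhibition of thallium flux through KCNK3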
hERG protect = hERG rescue from dofetilide block, primary screen, cell-based, CHO-hERG, FluxOR thallium flux, dofetilide IC70. Voltage-gated inwardly rectifying potassium channel KCNH2 (Homo sapiens), Q12809. dofetilide IC70 present. activation (rescue from dofetilide block), less the hit threshold, % at 10 µM. 0.51% of 310,000 active. AID 1511, 2009;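 active = activation above the mean of controls blocked by dofetilide plus 5 SD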;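 note: thallium influx through hERG after potassium depolarization seen as dye fluorescence rise; in these data hits start at about 4.7%; inactives centre near -7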
TMEM16A inh = TMEM16A chloride channel inhibitors, primary screen, cell-based, HTS. normalized B-score (activity score, 25-100; higher = stronger inhibition) at 10 µM. 1.2% of 310,000 active. Anoctamin-1 (Mus musculus), Q8BHY3. HEK293 TMEM16A/YFP iodide influx fluorescence, ionomycin. AID 588511, 2011;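 active = ratio plate-corrected score three or more library SD toward inhibition, starting fluorescence score within five deviations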;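 note: score derived from kinetic fluorescence span divided by baseline fluorescence per well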
MrgX1 agonist = agonists of human MrgX1 receptor, primary screen, HEK293 cells, Fluo-4 calcium flux. Fluo-4 calcium fluorescence, agonist mode; stronger effect = higher value. B-score at 10 µM. 0.44% of 310,000 active. AID 588627, 2011;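 active = calcium response B-score plate-corrected fluorescence ratio at least 3 library SD, with starting fluorescence B-score inside 5 SD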
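Test system: HEK293 cells stably expressing human MrgX1 receptor; amount: 15,000 cells per well; doses: compound delivered in addition one of three; times: overnight plating before 1 h dye loading; detection: Fluo-4 NW calcium-flux fluorescence, kinetic read; read-out basis: B-scored fluorescence response ratio; controls: positive and negative controls per plate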
KCNQ1 pot = potentiators or activators of KCNQ1 channel, primary screen, cell-based, thallium flux, high-throughput; CHO-K1 KCNQ1, thallium flux FluxOR fluorescence; stronger effect = higher value; B-score at 10 µM; 0.35% of 310,000 active;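 active = fluorescence ratio B-score, a plate-corrected score, at least three library SD, with initial intensity B-score within 5 SD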
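System: Stable KCNQ1 CHO-K1 line | Incubation: 90 min dye loading and 20 min compound exposure, both at room temperature | Measure: Ratio B score | Medium: Assay buffer for compound exposure, DMSO matched across wells | Compound dosing: Single-concentration screen | Probe or stimulus: K+/Tl+ depolarizing stimulus | Measured by: Kinetic FluxOR fluorescence, 10 s baseline plus 110 s post-stimulus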
Starred values were filed as active, the others as inactive; i = inactive; / = not tested or not shown.

SMILES	RGS4 act	RGS4 inh	KCNK9 inh	KCNQ1 inh	MrgX1 PAM	ANO1 activ	KCNK3 inh	hERG protect	TMEM16A inh	MrgX1 agonist	KCNQ1 pot
Cc1ccccc1NC(=O)Cc1nnc(NC(=O)Nc2ccccc2F)s1	i	i	i	i	i	i	i	-8.2	i	i	i
c1cncc(CSc2nnc3ccc(-c4ccco4)nn23)c1	i	i	i	i	i	i	i	-14.4	i	i	i
Cc1ccc(C(=O)O)cc1NC(=S)NC(=O)Cc1ccccc1	i	i	i	i	i	i	i	-0.9	i	i	i
COCCCn1c(C(=O)N2CC(C)OC(C)C2)cc2c(=O)n3ccccc3nc21 (stereo not drawn)	i	i	i	i	i	i	i	-3.9	i	i	i
CC1Cc2ccccc2N1C(=O)CSc1nnc(-c2ccc(S(=O)(=O)N3CCCC3)cc2)o1 (stereo not drawn)	i	i	i	i	i	i	i	-14.0	i	i	i
Cc1ccc(OC(=O)c2ccc3snnc3c2)cc1	i	i	i	i	i	i	i	-4.5	i	i	i
CCn1c2ccccc2c2cc(NC(=O)CN(C)CC(=O)Nc3ccc(N4CCOCC4)cc3)ccc21	i	i	i	i	i	i	i	-20.7	i	i	i
CC(C)(C)c1ccccc1OCC(=O)Nc1ccccc1C(=O)NCc1cccnc1	-11.1*	i	i	i	i	i	i	-14.3	i	i	i
COc1ccc(OCC(=O)Nc2ccc(C(=O)Nc3ccccc3C(=O)O)cc2)cc1	i	i	i	i	i	i	i	-10.8	i	i	i
CCN1CCC(Nc2ccnc3cc(Cl)ccc23)CC1	i	i	i	i	i	i	i	-9.1	i	i	i
CC(=O)N/N=C/c1c(C)[nH]n(-c2ccccc2)c1=O	i	i	i	i	i	i	i	-3.5	i	i	i
O=S(=O)(NCc1cn2ccccc2n1)c1cc(F)ccc1F	i	i	i	i	i	i	i	-6.3	i	i	i
CC1=NNC(=O)C1Cc1ccccc1C (stereo not drawn)	i	i	i	i	i	i	i	-4.8	i	i	i
CCCC(=O)N(CCN1CCOCC1)c1nc2cc(C)c(C)cc2s1	i	i	i	i	i	i	i	-5.8	i	i	i
CCOC(=O)c1cnn(-c2nc(OCC)cc(OCC)n2)c1C	i	i	i	i	i	i	i	-15.3	i	i	i
COc1ccc(C(=O)NCCn2ccc3ccccc32)c(OC)c1	i	i	i	i	i	i	i	-3.0	i	i	i
CCCC1Cc2c(sc3ncnc(N)c23)CO1 (stereo not drawn)	i	i	i	i	i	/	i	-3.8	i	i	i
C=CCn1c(SCC(=O)Nc2cc(C)ccc2C)nnc1-c1cnccn1	i	i	i	i	i	i	i	-6.1	i	i	i
Cc1nc(C)c(-c2csc(NCc3ccccc3)n2)s1	i	i	i	i	i	i	i	-3.2	i	i	i
Cc1cccc(N(C)S(=O)(=O)c2csc(C(N)=O)c2)c1	i	i	i	i	i	/	i	-4.0	i	i	i
COc1ccc(C2C(C(=O)NCc3ccco3)CCC(=O)N2c2ccc(OC)cc2)cc1 (stereo not drawn)	i	i	i	i	i	i	i	-0.7	i	i	i
CCn1c(-c2cc(-c3ccc(C)cc3)nc3ccccc23)n[nH]c1=S	i	i	i	i	i	i	i	-0.6	i	i	i
COc1ccc(O)c(C=Nc2cc(C)on2)c1	i	i	i	i	i	i	i	1.0	i	i	i
COc1cccc(NC(=O)c2ccccc2-c2ccccc2C(=O)O)c1	i	i	i	i	i	i	i	-9.2	i	i	i
CCOC(=O)c1ccc(NS(=O)(=O)c2cc(-c3nnnn3CC)ccc2OC)cc1	i	i	i	i	i	i	i	-11.1	i	i	i
CCOC(=O)C(Cc1c(F)cccc1Cl)c1ccnc2nc(N)nn12 (stereo not drawn)	i	i	i	i	i	i	i	-12.0	i	i	i
COc1cccc(/C=N/NC(=O)C(=O)NCc2ccco2)c1OC	i	i	i	i	i	i	i	-7.4	i	i	i
COc1ccc2oc(=O)c(C(=O)NCc3ccc(F)cc3)cc2c1	i	i	i	i	i	i	i	-5.3	i	i	i
Cc1oc2ccc(OCc3ccc(F)cc3Cl)cc2c1C(=O)O	i	i	i	i	i	i	i	-2.0	i	i	i
CN1CCN(CCCCC(=O)c2ccccc2)CC1	i	i	i	i	i	i	i	-10.2	i	i	i

Some of the entries so far, field by field:
Cc1nc(C)c(-c2csc(NCc3ccccc3)n2)s1
  RGS4 act: i | RGS4 inh: i | KCNK9 inh: i | KCNQ1 inh: i | MrgX1 PAM: i | ANO1 activ: i | KCNK3 inh: i | hERG protect: -3.2 | TMEM16A inh: i | MrgX1 agonist: i | KCNQ1 pot: i

Cc1cccc(N(C)S(=O)(=O)c2csc(C(N)=O)c2)c1
  RGS4 act: i | RGS4 inh: i | KCNK9 inh: i | KCNQ1 inh: i | MrgX1 PAM: i | ANO1 activ: / | KCNK3 inh: i | hERG protect: -4.0 | TMEM16A inh: i | MrgX1 agonist: i | KCNQ1 pot: i

Going on with the list.
SMILES	RGS4 act	RGS4 inh	KCNK9 inh	KCNQ1 inh	MrgX1 PAM	ANO1 activ	KCNK3 inh	hERG protect	TMEM16A inh	MrgX1 agonist	KCNQ1 pot
CCCCN(C1CCS(=O)(=O)C1)S(=O)(=O)c1ccc(OC)c(OC)c1 (stereo not drawn)	i	i	i	i	i	i	i	-10.4	i	i	i
O=C(Nc1nnc(CCc2ccccc2)s1)c1ccco1	i	i	i	i	i	i	i	-5.2	i	i	i
O=C(Nc1ccccc1C(=O)N1CCN(Cc2ccccc2)CC1)c1ccc(F)cc1	i	i	i	i	i	i	i	-8.3	i	i	i
Cc1cc(OCC(=O)N2CCOCC2)ccc1NC(=O)C1CCCCC1	i	i	i	i	i	i	i	-8.0	i	i	i
CCc1c(C)nc2cc(-c3ccc(OC)cc3)[nH]n2c1=O	i	i	i	i	i	i	i	-6.2	i	i	i
N/C(=N\OC(=O)COc1ccc([N+](=O)[O-])cc1)c1cccnc1	i	i	i	i	i	i	i	-8.2	i	i	i
CC(=O)c1ccc(NC(=O)CCOc2cc(C)ccc2C)cc1	i	i	i	i	i	i	i	-1.5	i	i	i
O=C(NCC(c1ccco1)N1CCCCC1)c1ccc(OCc2ccccc2)cc1 (stereo not drawn)	i	i	i	i	i	i	i	1.0	i	i	i
CCn1ncc(N2CCOCC2)c(Cl)c1=O	i	i	i	i	i	i	i	-9.6	i	i	i
Cc1ccccc1N=C1c2ccccc2C(=O)C1[N+](=O)[O-] (stereo not drawn)	i	i	i	i	i	i	i	-10.4	i	i	i
Cc1cc(N)nc2nc(C(F)(F)F)nn12	i	i	i	i	i	i	i	-11.2	i	i	i
COc1cc(N=Cc2c(CO)cnc(C)c2O)cc(OC)c1OC	i	i	i	i	i	i	i	-2.3	i	i	i
COc1ccc(/C=N/NC(=O)/C(=C/c2ccccc2)CCO)cc1	i	i	i	i	i	i	i	-4.6	i	i	i
COc1ccc(CC(=O)Nc2ccc(C(N)=O)cc2)cc1	i	i	i	i	i	i	i	-7.9	i	i	i
O=C(COC(=O)c1cc(Cl)ccc1O)NCC1CCCO1 (stereo not drawn)	i	i	i	i	i	i	i	-4.9	i	i	i
OCCNCc1cc(Br)ccc1OCc1ccccc1Cl	i	i	i	i	i	i	i	-7.0	i	i	i
Cc1cc(NC(=O)c2cccs2)n(-c2ccccc2)n1	i	i	i	i	i	i	i	-13.6	i	i	i
O=C(Nc1ccnn1C1CCN(Cc2cccc(F)c2F)CC1)C1CCCC1	i	i	i	i	i	i	i	-6.4	i	i	i
COc1ccc(C(=O)NC(CO)c2nnc(SCc3ccc(Cl)c(Cl)c3)n2C)cc1 (stereo not drawn)	i	i	i	i	i	i	i	-6.2	i	i	i
CSc1ncccc1C(=O)Nc1nccs1	i	i	i	i	i	i	i	-1.4	i	i	i
CS(=O)(=O)Nc1ccc2c(c1)ncn2CCc1ccccc1	i	i	i	i	i	i	i	-4.5	i	i	i
Cc1ccc(NC2OC(C(O)CO)C(O)C2O)cc1[N+](=O)[O-] (stereo not drawn)	i	i	i	i	i	i	i	-5.0	i	i	i
COc1ccc(Cc2nc3ccc(C(=O)N(C)C(C)c4ccon4)cc3o2)cc1 (stereo not drawn)	i	i	i	i	i	i	i	-6.5	i	i	i
COc1ccccc1-c1nnc(SCC(=O)N2CC(C)CC(C)C2)o1 (stereo not drawn)	i	i	i	i	i	i	i	-12.6	i	i	i
COc1ccc(/C=C/C(=O)NC(=S)Nc2ccc(S(N)(=O)=O)cc2)cc1	i	i	i	i	i	i	i	-3.6	i	i	i
O=C(N/N=C(\CC(=O)c1cccs1)C(F)(F)F)c1ccncc1	i	i	i	i	i	i	i	-8.1	i	i	i
O=C(NN=C1CCCC1)c1ccc(O)cc1O	i	i	i	i	i	i	i	-8.5	i	i	i
CNC(=O)c1cc2c(cn1)[nH]c1ccccc12	i	i	i	i	i	i	i	-3.3	i	i	i
COc1ccc(C(=O)CN2C(=O)C(C)(C)Oc3ccc(C(=O)N4CCCCCC4)cc32)cc1	i	i	i	i	i	i	i	-6.6	i	i	i
COC(=O)c1ccc(COc2ccc(-c3nnn(CC(=O)NC(C)(C)C)n3)cc2)cc1	i	i	i	i	i	i	i	-10.4	i	i	i
COc1ccc(NC(=O)CCS(=O)(=O)c2cc3c(cc2C)NC(=O)CO3)cc1	i	i	i	i	i	i	i	-8.6	i	i	i
COC(=O)COc1ccc(-c2nccc(-c3ccc(Br)cc3)n2)cc1	i	i	i	i	i	i	i	-5.2	i	i	i
Cc1ccccc1NC(=O)N1CCN(S(=O)(=O)c2ccccc2)CC1	i	i	i	i	i	i	i	-5.6	i	i	i

Screens deposited in PubChem by Johns Hopkins Ion Channel Center.
